PREPL inhibitor – inhibitors of human prolyl oligopeptidase-like enzyme PREPL. actives 0.68% (n = 320,000). inhibition, % at 5.96 µM. Q4J6C6. recombinant PREPL, fluorescence polarization activity-based probe. AID 2751; in the data active = inhibition above about 43%;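 note: 0% = enzyme with DMSO and 100% = wells lacking enzyme; many of its hits are not listed in these tables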
PAD4 inh – blocks human protein arginine deiminase 4. actives 0.41% (n = 330,000). inhibition, % at 6.36 µM. AID 485272. recombinant PAD4, RCA probe fluorescence polarization;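 active = percent inhibition above a cutoff equal to the mean of all tested compounds plus 3 SD, cut at about 15% in these data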;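 note: 0% = PAD4 with RCA probe and DMSO and 100% = probe without PAD4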
pPAFAH inh – inhibitors of human plasma PAF acetylhydrolase (pPAFAH). recombinant pPAFAH, FP-rhodamine probe fluorescence polarization. inhibition, % at 3.39 µM. actives 1.5% (n = 330,000). Q13093;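 active = inhibition above the mean inhibition across the screen plus 3 SD, cut at about 25% in these data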;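 note: inhibitors block binding of the rhodamine activity-based probe so polarization drops; 0% = enzyme with DMSO and 100% = wells lacking pPAFAH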
Target sequence (Q13093 whole entry, looked up): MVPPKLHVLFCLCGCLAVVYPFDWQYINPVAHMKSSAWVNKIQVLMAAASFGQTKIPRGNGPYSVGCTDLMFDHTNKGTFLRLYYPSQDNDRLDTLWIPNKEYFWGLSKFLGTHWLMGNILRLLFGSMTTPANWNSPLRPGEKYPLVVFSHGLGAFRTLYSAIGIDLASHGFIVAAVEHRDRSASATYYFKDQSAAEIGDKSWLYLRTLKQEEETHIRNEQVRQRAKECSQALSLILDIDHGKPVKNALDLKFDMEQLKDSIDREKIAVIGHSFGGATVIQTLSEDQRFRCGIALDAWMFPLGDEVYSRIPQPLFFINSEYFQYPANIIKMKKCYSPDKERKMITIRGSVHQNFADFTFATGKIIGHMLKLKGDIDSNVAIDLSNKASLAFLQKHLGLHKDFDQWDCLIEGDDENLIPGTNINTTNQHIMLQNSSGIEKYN
PAFAH1B2 FP inh – blocks human PAF acetylhydrolase 1b catalytic subunit 2 | recombinant PAFAH1B2, FP-rhodamine activity probe, fluorescence polarization | P68402 | inhibition, % at 3.39 µM | actives 1.2% (n = 340,000);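 active = inhibition above the mean of all tested compounds plus 3 SD, cut at about 24% in these data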;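 note: 0% = enzyme with DMSO and 100% = wells lacking PAFAH1B2; many of its hits are not listed in these tables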
PAFAH2 inh – PAFAH2 (human) inhibition; Q99487; recombinant PAFAH2, FP-rhodamine activity probe, fluorescence polarization; inhibition, % at 3.39 µM; actives 0.99% (n = 340,000); AID 492956;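 active = inhibition above the mean over all tested compounds plus 3 SD, cut at about 30% in these data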;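 note: inhibitors block probe labeling of enzyme so polarization drops; 0% = enzyme with DMSO and 100% = wells lacking PAFAH2 protein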
LYPLA1 counter – LYPLA1 (human) inhibition in PME1 counter-screen | recombinant LYPLA1, FP-Rh probe fluorescence polarization | actives 0.16% (n = 320,000) | O75608 | inhibition, % at 5.9 µM | AID 2174;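 active = inhibition above the mean of all tested compounds plus 3 SD, set per campaign, cut at about 14% in these data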;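 note: inhibitors block serine hydrolase probe labeling of LYPLA1 so polarization falls; 0% = enzyme with DMSO and 100% = wells lacking LYPLA1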
Target sequence (O75608 whole entry, looked up): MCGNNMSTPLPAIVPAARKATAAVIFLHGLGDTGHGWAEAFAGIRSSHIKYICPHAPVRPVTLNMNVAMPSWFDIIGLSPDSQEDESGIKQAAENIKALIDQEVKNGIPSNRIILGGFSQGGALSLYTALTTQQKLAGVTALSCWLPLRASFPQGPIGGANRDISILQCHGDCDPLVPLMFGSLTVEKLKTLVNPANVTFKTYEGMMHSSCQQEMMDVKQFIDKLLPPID
PAFAH1B3 inh – PAFAH1B3 (human) inhibition; recombinant PAFAH1B3, FP-rhodamine probe, fluorescence polarization; Q15102; actives 0.28% (n = 340,000); inhibition, % at 3.39 µM; AID 492972;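 active = inhibition above the screen-wide average of all tested compounds plus 3 SD, cut at about 25% in these data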;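 note: 0% = enzyme with DMSO only and 100% = wells lacking PAFAH1B3 protein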
Target sequence (Q15102 whole entry, looked up): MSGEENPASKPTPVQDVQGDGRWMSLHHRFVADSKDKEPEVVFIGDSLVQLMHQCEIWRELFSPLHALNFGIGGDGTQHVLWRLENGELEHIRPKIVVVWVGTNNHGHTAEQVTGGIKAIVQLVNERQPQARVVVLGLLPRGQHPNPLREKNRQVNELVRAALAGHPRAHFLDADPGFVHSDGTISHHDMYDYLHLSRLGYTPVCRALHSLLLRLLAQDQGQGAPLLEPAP
GSTO1 counter – blocks human GSTO1 in RBBP9 counter-screen; P78417; recombinant GSTO1, activity-based probe fluorescence polarization; inhibition, % at 5.96 µM; actives 1.1% (n = 300,000); AID 1974;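 active = inhibition above the campaign mean inhibition plus 3 SD, cut at about 35% in these data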;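 note: 0% = GSTO1-1 with DMSO and 100% = wells lacking GSTO1-1 enzyme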
LYPLA2 inh – blocks human lysophospholipase 2, a PME1 counter-screen; O95372; recombinant LYPLA2, FP-Rh probe fluorescence polarization; inhibition, % at 5.9 µM; actives 0.38% (n = 320,000); AID 2177;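 active = inhibition above the screen-wide mean plus 3 SD, limit set per campaign, cut at about 26% in these data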;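 note: 0% = LYPLA2 with DMSO and 100% = wells lacking LYPLA2 enzyme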
* hit, by the source's call; . = not tested or not shown.

SMILES | PREPL inhibitor | PAD4 inh | pPAFAH inh | PAFAH1B2 FP inh | PAFAH2 inh | LYPLA1 counter | PAFAH1B3 inh | GSTO1 counter | LYPLA2 inh
CCOc1ccccc1NC1=C(Cl)C(=O)N(Cc2ccccc2)C1=O | -6.7 | -1.2 | 1.6 | 0.7 | 0.7 | 0.2 | 0.9 | 7.8 | 3.6
C=CCC(CC)C(=O)NC(=O)N1CCCc2ccccc21 (centres undefined) | -1.7 | -5.6 | -0.3 | 1.1 | 2.7 | 3.1 | 8.7 | -4.3 | -7.2
CN(C)C(=O)c1c([N+](=O)[O-])ncn1C | 5.5 | -5.2 | 5.5 | 1.9 | -1.4 | -0.9 | 10.1 | 2.8 | 4.7
CN(C(=O)CC1C(=O)NCCN1Cc1ccccc1F)C1CCOCC1 (centres undefined) | 5.2 | -1.6 | 3.1 | 2.5 | -0.8 | 0.2 | 3.6 | -1.2 | 0.3
COc1cc(CN2CCCN(C)CC2)cc([N+](=O)[O-])c1O | -3.4 | -2.4 | -7.1 | 0.7 | -5.5 | 4.6 | 4.9 | 6.8 | -8.5
CCCS(=O)(=O)N1CCCC(C(=O)NCCN(CC)c2ccccc2)C1 (centres undefined) | -0.2 | -0.1 | 2.5 | 8.2 | 1.4 | 1.7 | -1.3 | 7.3 | 3.4
N#CCCn1cc(C(CC(=O)c2ccc(Br)cc2)C(=O)O)c2ccccc21 (centres undefined) | 15.3 | 3.4 | 0.6 | 4.7 | 2.0 | 3.3 | 3.8 | 3.1 | 4.8
CC(C)(C)c1ccc(C(=O)Nc2cccc(-n3cnnn3)c2)cc1 | 22.7 | -1.2 | -7.0 | 9.3 | -6.9 | -8.9 | -8.6 | -6.1 | -8.1
Cn1c(SCC(=O)OC2CCCCC2)nnc1-c1ccc2c(c1)OCO2 | 17.5 | -4.2 | 4.0 | 0.9 | -3.0 | 1.3 | -6.1 | -0.3 | 3.1
O=C(COC(=O)Cc1ccc2c(c1)OCCO2)Nc1ccc(S(=O)(=O)N2CCCC2)cc1 | 15.1 | -4.4 | 15.3 | 1.3 | -6.4 | -0.8 | -2.5 | -0.5 | -4.8
COc1ccc(C2=CC(=O)CC(C)(C)C2)cc1OC | 9.0 | 3.1 | 2.3 | 2.1 | 2.3 | 6.9 | 14.8 | . | 8.3
O=C(CNC(=O)c1ccccc1)OC(C(=O)Nc1cc(C(F)(F)F)ccc1Cl)c1ccccc1 (centres undefined) | -1.5 | 1.4 | 9.4 | 15.4 | 6.6 | -6.5 | -3.0 | -0.4 | -5.2
CCOc1ccc(S(=O)(=O)N2CCC(C(=O)N3CCCC3)CC2)cc1C | 10.1 | -3.9 | 0.8 | -4.0 | 3.0 | -3.8 | 6.4 | 10.5 | -3.0
COc1cccc(NC(=O)Nc2cccn(Cc3ccccc3)c2=O)c1 | 3.3 | -5.6 | 4.7 | 1.3 | -10.2 | -0.1 | 0.7 | -2.0 | 4.9
CCc1nnc(NC(=O)CSc2nnc(C3CC3)n2C)s1 | 0.2 | -3.0 | 3.1 | 0.9 | 6.5 | -1.0 | 8.3 | 6.7 | -3.2
COc1ccc(CCNC(=O)COc2ccc(-c3ccc(C)cc3)cc2)cc1OC | -1.2 | 0.6 | 13.6 | 0.8 | -5.8 | -0.4 | 7.7 | 0.8 | 45.4*
Cc1cc(C)n(-c2nc(C)nc3c2cnn3-c2ccccc2)n1 | 8.0 | -7.6 | -6.7 | 3.5 | 6.6 | -2.4 | 11.6 | 4.0 | -7.1
COc1cccc(-c2nnn(CC(=O)NC3CCCC3)n2)c1OC | 16.8 | 1.1 | 2.5 | 1.2 | -4.7 | 2.5 | 5.1 | -3.5 | 0.0
Cc1cc(C(=O)CSc2ccc(Cl)cc2)cc(C)c1OC(=S)N(C)C | 19.6 | -3.5 | 6.4 | 16.8 | -7.7 | 7.2 | -0.1 | -1.6 | -2.0
CC(C)Cc1nnc(NS(=O)(=O)c2ccc([N+](=O)[O-])cc2)s1 | -2.0 | -2.1 | -0.1 | 9.4 | 7.1 | 0.8 | 10.9 | 6.1 | 3.5
Cc1ccc2c(COC(=O)c3n[nH]c4ccccc34)cc(=O)oc2c1 | 20.8 | -7.1 | -5.8 | 1.6 | -7.4 | -2.2 | -6.3 | -7.7 | -1.2
COc1ccc(C)cc1-n1c(SCC(=O)NCC2CCCO2)nc2c([nH]c3ccccc32)c1=O (centres undefined) | -4.7 | -5.0 | 2.1 | 10.2 | -2.3 | 0.8 | -1.6 | 4.9 | -0.9
O=c1[nH]c2ccccc2n1CCCSc1cnc2ccccc2n1 | -60.8 | 3.4 | -3.3 | -4.0 | -4.9 | 0.6 | 6.5 | 2.0 | 4.5
O=C1NN(c2ccccc2)C(=O)/C1=C\c1ccccc1OCC(=O)N1CCOCC1 | 23.7 | 12.2 | 9.9 | 2.3 | -1.1 | 0.3 | 3.7 | 16.1 | 4.2
Cc1ccc(C(=O)NNC(=O)c2csc(N3CCOCC3)n2)o1 | -14.1 | -4.5 | 4.4 | 5.3 | -2.6 | -1.5 | 2.2 | 0.1 | 0.2
CCOC(=O)Cc1csc(NC(=O)c2cc3ccccc3o2)n1 | -13.4 | 6.1 | 1.1 | -6.0 | 3.1 | 3.2 | -4.5 | 4.3 | 5.1
CCCCN=C1NC(=O)C(CC(=O)NCCc2ccc(OC)cc2)S1 (centres undefined) | 1.5 | -1.7 | 3.7 | 4.2 | -4.3 | -3.1 | 12.9 | 8.0 | 2.0
CC(C)OC(=O)c1nnc(Cc2ccc(Cl)cc2)o1 | -3.5 | 0.2 | 2.9 | 16.5 | 2.6 | 2.5 | 6.1 | -5.3 | 8.4
CCC1CCCCN1C(=O)COc1ccc(F)cc1 (centres undefined) | 11.6 | 0.1 | -0.8 | 2.0 | 2.6 | 4.2 | 3.4 | 14.0 | 3.2
O=C(Cn1cnc2cc([N+](=O)[O-])ccc2c1=O)NCc1ccccc1 | 31.4 | -4.3 | 6.4 | 0.1 | 1.7 | -2.5 | 4.3 | -6.3 | 1.1
CC(C)CN(C(=O)COC(=O)c1ccc(Br)cc1)c1c(N)n(Cc2ccccc2)c(=O)[nH]c1=O | 8.3 | -3.9 | 1.8 | -6.2 | 3.5 | 1.7 | 4.9 | -3.2 | -4.2
CCCCNC(=O)c1ccc(-n2c(=S)[nH]c3ccccc3c2=O)cc1 | -3.6 | -3.9 | 5.4 | 5.0 | -8.5 | -0.1 | 10.4 | 12.7 | -0.6
CC(C)CC1NC(=O)N(CC(=O)Nc2cc(F)ccc2F)C1=O (centres undefined) | -3.0 | -3.3 | 0.7 | 3.6 | 1.3 | -0.5 | 2.4 | . | -1.0
CCc1ccc(NC(=O)CCNS(=O)(=O)c2cccc3nonc23)cc1 | 1.6 | -0.1 | 3.9 | 1.3 | -8.4 | -1.3 | -2.1 | -2.5 | -3.4
O=C(c1ccccc1)c1ccccc1 | -3.2 | -2.0 | 3.6 | 5.5 | -0.2 | -0.2 | 9.3 | -1.9 | -1.1
O=C(C1CCCN(S(=O)(=O)c2cccc3nsnc23)C1)N1CCc2ccccc21 (centres undefined) | 11.5 | 0.5 | -5.8 | -0.1 | 6.8 | -3.8 | 6.8 | -0.7 | -6.3

Single records, from the list above:
CCc1ccc(NC(=O)CCNS(=O)(=O)c2cccc3nonc23)cc1 is listed as PREPL inhibitor = 1.6; PAD4 inh = -0.1; pPAFAH inh = 3.9; PAFAH1B2 FP inh = 1.3; PAFAH2 inh = -8.4; LYPLA1 counter = -1.3; PAFAH1B3 inh = -2.1; GSTO1 counter = -2.5; LYPLA2 inh = -3.4
CC(C)OC(=O)c1nnc(Cc2ccc(Cl)cc2)o1 is listed as PREPL inhibitor = -3.5; PAD4 inh = 0.2; pPAFAH inh = 2.9; PAFAH1B2 FP inh = 16.5; PAFAH2 inh = 2.6; LYPLA1 counter = 2.5; PAFAH1B3 inh = 6.1; GSTO1 counter = -5.3; LYPLA2 inh = 8.4

Next entries follow:
SMILES | PREPL inhibitor | PAD4 inh | pPAFAH inh | PAFAH1B2 FP inh | PAFAH2 inh | LYPLA1 counter | PAFAH1B3 inh | GSTO1 counter | LYPLA2 inh
Cc1c(C(=O)N2c3ccccc3CC2C)oc2ccccc12 (centres undefined) | 10.6 | -3.5 | 5.4 | 5.0 | -3.0 | 4.8 | 10.2 | 4.0 | 4.4
CCOC(=O)c1c(NC(=S)Nc2ccc(OC)cc2)sc2c1CCCCC2 | 5.4 | -3.7 | 2.6 | -1.3 | -1.6 | 0.8 | 0.2 | 0.5 | 2.5
CCOC(=O)c1c(NC(=O)c2ccc(Cl)s2)sc(C)c1C | 3.5 | 1.4 | -3.3 | 4.7 | 6.7 | -1.4 | 6.8 | 5.7 | -3.7
Cc1ccc(CCNC(=O)C23C[C@H]4C[C@@H](C2)CC(n2nnc(C)n2)(C4)C3)cc1 | -13.6 | 4.6 | -3.7 | 0.1 | -1.1 | 3.5 | -3.5 | 0.6 | 3.2
O=C(NC1CCCCC1)c1ccc(CS(=O)(=O)c2ccc(Cl)cc2)o1 | 4.3 | -2.9 | 11.2 | 5.4 | 5.2 | 1.8 | 1.3 | -4.5 | 6.0
O=C(Nc1nnc(COc2ccccc2F)s1)Nc1ccccc1F | -11.7 | -1.8 | -14.8 | -0.3 | -13.6 | -7.2 | -4.9 | -12.7 | -20.7
Cc1ccc2c(c1)nnn2C1CCN(S(=O)(=O)c2cccc(S(=O)(=O)N(C)C)c2)CC1 | 12.5 | -1.5 | 5.3 | 3.5 | -0.7 | 4.1 | 1.8 | -0.1 | 13.6
Cc1cc(C)cc(OCC(=O)Nc2cc(NC(=O)COc3cc(C)cc(C)c3)cc(C(=O)O)c2)c1 | -64.5 | -3.0 | -1.8 | -5.1 | -6.2 | -13.6 | -1.0 | -13.8 | -8.2
COC(CNc1nc(SC)nc2sc3c(c12)CCN(C)C3)OC | 19.0 | -1.0 | 1.7 | 4.0 | 5.8 | 1.2 | 11.6 | 8.0 | 3.4
COc1cc(C(=O)NCC(=O)N2CCN(S(=O)(=O)c3ccccc3)CC2)cc(OC)c1OC | 6.4 | -5.6 | -0.9 | 3.9 | 4.6 | -0.8 | 1.1 | 0.1 | -2.0
CC(=O)c1c(C)[nH]c(C(=O)COC(=O)COc2ccccc2)c1C | 8.0 | -3.6 | 12.3 | -0.8 | -1.0 | . | 6.6 | . | .
CCCOc1ccc(CN(CCO)CCO)cc1[N+](=O)[O-] | 14.4 | 0.1 | 0.2 | 4.0 | 1.4 | 0.4 | 4.2 | -0.4 | 0.8
Cc1cc(C)c(C(=O)NCC2CCCO2)c(C)c1C(=O)NCC1CCCO1 (centres undefined) | -7.6 | 4.4 | 0.5 | 0.9 | -3.7 | -2.4 | 1.6 | 2.8 | -0.4
Cc1cc(C)cc(N2CN=c3s/c(=C\c4ccco4)c(=O)n3C2)c1 | 4.8 | -4.1 | 5.7 | 6.8 | 3.6 | -0.8 | 5.4 | 3.5 | -0.1
CCN(CC(=O)Nc1ccc(NC(C)=O)cc1)C(=O)c1cc2ccccc2oc1=O | -8.2 | -1.7 | 0.8 | 3.7 | -2.6 | -2.5 | -2.3 | . | -4.3
Cn1cccc1Cc1nnc(SCC(=O)Nc2cccc(Cl)c2)n1-c1ccc(F)cc1 | 12.0 | 2.0 | 1.9 | 10.1 | -0.7 | -1.5 | 2.7 | -0.8 | 2.2
Cc1c(NC(=S)N/N=C\c2ccccc2O)c(=O)n(-c2ccccc2)n1C | 9.2 | -1.6 | 1.5 | 2.3 | 4.3 | 3.2 | 4.5 | 6.1 | 6.9
COC(=O)C(NC(=O)CCc1c(C)nc2ncnn2c1C)C(C)C (centres undefined) | 5.1 | 5.5 | 3.0 | 2.8 | 4.2 | 2.2 | -1.7 | 7.1 | 5.6

A portion of the library; the hit share may differ from the screen's.
